p53 reactivator = re-activators of mutant p53 | Potency, µM (doses to about 92.2 µM), for inactives: at the top dose activity change, positive = activation, most hits filed as activators | hit rate 0.063% among 320,000 | H1299 p53-A138V BP100-luciferase reporter, luminescence, 24 h; also: potency is read from the fitted curve at half-maximal effect; % of control where 0% means no effect; nearly all actives have a fitted effect of over 45% in size
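p53-null H1299 cells stably carrying temperature-sensitive p53-A138V and a BP100-luciferase reporter were pinned with compounds (4-point, 1:5 series) and held 24 hrs at 37 deg C. Luminescence was read 10 min after detection reagent.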
BRCA1 expr act = increases BRCA1 expression; hit rate 1.1% among 380,000; MCF7-BRCA1-FFLuc reporter, luminescence, 48 h; response scale: scaled: vehicle 0%, 10 µM genistein 100%; AID 624202; Potency, µM (doses to about 46.1 µM), for inactives: at the highest dose activation, usual class: activators; also: potency is read from the fitted curve at half-maximal effect; nearly all actives have a fitted effect of over 80% in size; some results filed as inactive show a strong effect at the top dose
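Cells: MCF7-BRCA1-FFLuc, 2000/well. Exposure: 48 h, 37 °C, 5% CO2. Read: luminescence, 15 min post-substrate. Controls: genistein 10 microM (maximal activation), DMSO (neutral).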
VP16 counter = Gal4-VP16 reporter inhibition counter-screen; Potency, µM (top dose mostly 53.6 µM), without a hit: top-dose activity, negative = inhibition, hits mostly inhibitors; AID 2546; Drosophila S2 Gal4-VP16 UAS-luciferase, luminescence, 20 h; hit rate 3.5% among 310,000;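 also: Gal4-VP16 expression switched on by copper sulfate through the metallothionein promoter; potency is read from the fitted curve at half-maximal effect; % is scaled to controls: 0 for no effect and ±100 for the full control effect; nearly all actives have a fitted effect of over 50% in size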
PKM2 activator = increases activity of human pyruvate kinase M2 | P14618 | purified PKM2, Kinase-Glo ATP luminescence, activation; response scale: 0% is enzyme alone, no compound | Potency, µM (titrated, usually from 57.5 µM), for the others: top-dose activation, usual class: activators | hit rate 0.34% among 260,000 | AID 1631; also: potency is read from the fitted curve at half-maximal effect; % is scaled to controls: 0 for no effect and ±100 for the full control effect; nearly all actives have a fitted effect of over 55% in size
Target sequence (P14618 whole entry, looked up): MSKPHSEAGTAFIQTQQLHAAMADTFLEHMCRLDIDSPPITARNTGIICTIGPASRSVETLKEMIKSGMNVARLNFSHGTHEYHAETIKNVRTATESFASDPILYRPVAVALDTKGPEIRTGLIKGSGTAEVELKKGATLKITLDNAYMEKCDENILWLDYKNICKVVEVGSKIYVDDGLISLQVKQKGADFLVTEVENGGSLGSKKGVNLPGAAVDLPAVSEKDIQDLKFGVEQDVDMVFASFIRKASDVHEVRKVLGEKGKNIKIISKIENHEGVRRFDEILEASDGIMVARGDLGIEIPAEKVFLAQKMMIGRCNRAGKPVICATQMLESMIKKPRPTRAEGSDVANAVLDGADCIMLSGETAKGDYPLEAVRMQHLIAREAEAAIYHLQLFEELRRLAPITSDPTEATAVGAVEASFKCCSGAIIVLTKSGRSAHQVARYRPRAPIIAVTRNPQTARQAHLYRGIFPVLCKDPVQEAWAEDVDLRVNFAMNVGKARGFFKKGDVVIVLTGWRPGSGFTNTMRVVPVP
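Purified hPK-M2 (>95%) run at intermediate activity with 0.1 mM ADP and 0.5 mM PEP in 50 mM imidazole pH 7.2, KCl, MgCl2; 1 h room temperature. ATP formed read by Kinase-Glo luminescence; normalized to uninhibited and no-enzyme controls.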
Giardia kill = Giardia lamblia killing | AID 540267 | activity change, % at 7.66 µM, hits read low | hit rate 0.15% among 340,000 | Giardia lamblia trophozoite viability; in the data active = activity change below about -80%; inconclusive = between about -30% and that limit;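 also: parasites exposed to compound for two days anaerobically before the ATP read; % is scaled to controls: 0 for no effect and ±100 for the full control effect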
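Trophozoites 100 cells/well + cpd; 48 hrs, 37 deg C, anaerobic. ATPLite 1-Step added, 15-30 min RT, luminescence read (ATP-based viability).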
Rab9 prom act = Rab9 promoter activation | Potency, µM (titrated, usually from 9.22 µM), for inactives: top-dose activation, negative = inhibition, most hits filed as activators | Huh7 Rab9 promoter-luciferase reporter, luminescence, 24 h | hit rate 2.8% among 320,000; also: potency is read from the fitted curve at half-maximal effect; % of control where 0% means no effect; nearly all actives have a fitted effect of over 60% in size
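Quantitative HTS format; Huh7 Rab9-luciferase reporter cells (1500/well) receive compound 2 h post-plating, incubate 24 h at 37 °C, then get luciferase reagent for 10 min before luminescence reading.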
ELG1 genotox = induces genotoxicity in HEK293T cells with luciferase-tagged ELG1; Potency, µM (series often up to 46 µM), inactives show at the highest dose activity change, positive = activation, usual class: activators; hit rate 1.3% among 330,000; AID 504466; HEK293T ELG1-luciferase reporter, luminescence, 16 h; also: potency is read from the fitted curve at half-maximal effect; % of control where 0% means no effect; nearly all actives have a fitted effect of over 60% in size
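Cells (2,000/well) expressing the ELG1-luciferase fusion are dosed by pin tool and kept 16 hr at 37 °C, 5% CO2. Signal comes from ONE-Glo luciferase reagent after 30 min at room temperature.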
RORgamma inh = ROR gamma (mouse) transcription inhibition | P51450 | Drosophila S2 Gal4-RORgamma UAS-luciferase reporter, 20 h | Potency, µM (titrated, usually from 53.6 µM), inactives show top-dose activity change, negative = inhibition, actives largely listed as inhibitors | hit rate 5.4% among 310,000 | AID 2551; also: potency is read from the fitted curve at half-maximal effect; % is scaled to controls: 0 for no effect and ±100 for the full control effect; nearly all actives have a fitted effect of over 60% in size
Target sequence (P51450 whole entry, looked up, the tested form may be a part): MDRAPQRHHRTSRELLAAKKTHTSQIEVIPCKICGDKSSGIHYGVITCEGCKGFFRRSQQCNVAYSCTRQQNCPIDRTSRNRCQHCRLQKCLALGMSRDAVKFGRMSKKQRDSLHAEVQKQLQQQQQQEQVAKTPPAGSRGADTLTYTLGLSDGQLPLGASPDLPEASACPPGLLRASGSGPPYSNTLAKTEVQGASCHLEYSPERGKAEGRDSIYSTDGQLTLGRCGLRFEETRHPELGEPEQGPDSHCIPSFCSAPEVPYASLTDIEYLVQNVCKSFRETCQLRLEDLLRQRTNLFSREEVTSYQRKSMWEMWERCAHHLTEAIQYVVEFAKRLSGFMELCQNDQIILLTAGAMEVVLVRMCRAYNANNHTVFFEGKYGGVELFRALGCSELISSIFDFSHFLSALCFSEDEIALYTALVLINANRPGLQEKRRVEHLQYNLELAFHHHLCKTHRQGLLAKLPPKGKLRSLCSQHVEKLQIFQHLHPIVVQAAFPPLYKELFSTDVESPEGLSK
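Read-out: Photinus luciferase luminescence; inhibitors lower reporter signal. Insect Schneider cells with Gal4-ROR gamma fusion under metallothionein promoter, UAS reporter; 700 uM final copper sulfate induction, 20 hr, ambient temperature.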
NPC1 prom act = NPC1 promoter activation; Huh7 NPC1 promoter luciferase reporter, 24 h; Potency, µM (highest dose often 9.22 µM), inactives show at the top dose activation, actives largely listed as activators; hit rate 2.4% among 320,000; AID 485313;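 also: potency is read from the fitted curve at half-maximal effect; % of control where 0% means no effect; nearly all actives have a fitted effect of over 60% in size; reporter is driven by a mutant NPC1 promoter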
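In 1536-well qHTS, Huh7 cells harboring an NPC1 promoter–luciferase construct received compound for 24 h; activation was quantified by luminescence following luciferase reagent addition.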
FLuc modulator = counter-screen for miR-21 project: firefly luciferase inhibitors or activators | P08659 | purified FLuc, Km substrates, luminescence inhibition | Potency, µM (series often up to 57.5 µM), for inactives: at the highest dose activity change, negative = inhibition, usual class: inhibitors | hit rate 6.9% among 360,000;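 also: potency is read from the fitted curve at half-maximal effect; plate controls were vehicle for no effect and reference inhibitor for full effect; nearly all actives have a fitted effect of over 55% in size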
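Biochemical qHTS of compounds, final roughly 60 µM downward over six points, against 10 nM purified firefly luciferase using Km concentrations of substrates (10 uM D-luciferin, 10 uM ATP) in Tris acetate pH 7.5 buffer; luminescence output.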
Menin MLL FP TR = displaces Texas Red mutant MLL peptide from human menin; O00255; Menin + Texas Red MLL mutant peptide, fluorescence polarization; Potency, µM (top dose mostly 61.6 µM), without a hit: at the top dose FP activity change, negative = inhibition, hits mostly inhibitors; hit rate 0.23% among 270,000; AID 1768; active = well fitted inhibition curve with a large enough effect in the polarisation, with a control signal flat, not every such curve was filed as active; inconclusive = small, poorly fitted or top-dose-only effect, or effect the other way, or a change in a side signal; inactive = no such curve, though single readings can be large or run the other way; the % refers to the polarisation; also: potency is read from the fitted curve at half-maximal effect; % of control where 0% means no effect; many of its hits are not listed in these tables
Numbers without * were called inactive; ? = inconclusive; . = not tested or not shown; [ ] = another dose, or the depositor's remark. Unless noted, calls follow the shape of the dose curve; as a rule, active = well fitted curve in the direction sought with a large enough effect; inconclusive = small, poorly fitted or top-dose-only effect, or another doubt; inactive = no such curve, though single readings can be large; an effect the other way counts as inactive or inconclusive. A portion of the library, so the mix of outcomes need not match the whole.

entry	smiles	p53 reactivator	BRCA1 expr act	VP16 counter	PKM2 activator	Giardia kill	Rab9 prom act	ELG1 genotox	RORgamma inh	NPC1 prom act	FLuc modulator	Menin MLL FP TR
1	O=C(NCC1CCCN(C(=O)c2cscn2)C1)c1ccc(-c2ccccc2)cc1 (stereo not drawn)	1.1%	53.5%	0.2%	1.2%	15.2	4.8%	4.6%	18.6%	-2.1%	16.9µM*	-12.1%
2	Cc1cc(C)c(C)c(S(=O)(=O)NCC(=O)NCc2ccco2)c1C	4.8%	-25.7%	1.9%	4.9%	-8.9	-4.0%	0.8%	18.2%	-1.3%	-1.4%	7.9%
3	COc1ccc(-c2cc3c(=O)n(CC(=O)NCc4ccccc4F)ncn3n2)cc1	.	24.8%	-1.1%	-2.3%	-2.0	?	16.7%	4.2%	21.5%	-2.0%	1.0%
4	CCOc1ccccc1NC(=O)Nc1ccon1	-4.1%	0.0%	-1.2%	-9.6%	-9.7	1.5%	-3.5%	38.3%	-0.5%	-3.2%	.
5	COCCNC(=S)N/N=C/c1ccc(OCc2ccc(C(=O)OC)cc2)cc1	4.0%	0.4%	-18.7%	1.5%	5.9	-0.2%	1.3%	?	-2.8%	-0.5%	6.0%
6	COc1cc(OC)cc(C(=O)NNC(=O)c2ccccn2)c1	?	-76.5%	5.62µM*	-1.6%	12.6	-3.9%	?	4.47µM*	-4.4%	3.1%	-6.4%
7	CCN(CC)C(=O)c1c([N+](=O)[O-])c(C(C)(C)C)nn1C	-7.2%	-16.0%	-1.1%	8.0%	6.0	-3.4%	-1.0%	-0.9%	-4.7%	-1.5%	16.0%
8	Clc1ccc(C2=NN=C3COc4ccccc4N3C2)cc1	2.4%	-34.4%	-1.5%	-2.3%	18.0	-2.6%	-4.1%	-22.3%	-0.5%	-17.7%	-2.8%
9	CCn1cc(C(=O)Nc2cc(C)ccc2C)c(=O)c2ccc(C)nc21	0.6%	.	1.5%	-1.3%	.	0.3%	9.8%	13.9%	2.5%	0.3%	6.5%
10	O=C(O)COc1ccc2nsnc2c1Cl	2.3%	-13.7%	-5.0%	-0.4%	2.9	2.2%	8.0%	1.5%	0.1%	-1.2%	5.6%
11	CCOc1ccc(S(=O)(=O)NC(=O)c2ccccc2)cc1	16.9%	11.6%	-4.8%	-5.5%	12.8	6.3%	4.5%	-0.6%	8.1%	3.2%	.
12	Cc1csc(NC(=O)CCC(=O)N(CC(=O)NC2CCCC2)Cc2ccco2)n1	-0.8%	5.6%	-1.4%	0.9%	9.5	3.3%	-1.1%	14.6%	-3.2%	-3.0%	-5.0%
13	Cc1noc(NS(=O)(=O)c2ccc(NC(=O)CCN3C(=O)c4ccccc4C3=O)cc2)c1C	-0.6%	0.0%	-8.6%	0.7%	-22.0	-10.4%	-0.9%	-5.1%	-0.5%	-19.1%	16.8%
14	COc1ccccc1N1CCN(C(=O)C(NS(=O)(=O)c2cccs2)c2ccccc2)CC1 (stereo not drawn)	-4.4%	3.4%	3.9%	0.1%	6.3	0.0%	-4.7%	18.9%	-5.8%	2.1%	.
15	O=C(CCNC(=O)N1CC(=O)Nc2ccccc21)Nc1ccc(F)c(Cl)c1	16.3%	-13.6%	-1.1%	.	-7.1	1.1%	2.6%	2.6%	0.0%	-0.8%	.
16	O=C(O)CCCNC(=O)c1cncc(Br)c1	22.0%	9.3%	-1.3%	-0.9%	-4.6	-2.4%	1.1%	-11.5%	0.5%	-1.2%	-5.3%
17	CCOC(=O)C1=C(C)NC2=C(C(=O)c3ccccc32)C1c1cccc2ccccc12 (stereo not drawn)	-3.2%	-63.8%	21.5%	15.5%	8.0	-15.0%	-8.9%	26.2%	-0.9%	-0.8%	.
18	COc1cccc(CNC(=O)CCCC(=O)NC(C)CCc2ccccc2)c1 (stereo not drawn)	1.1%	18.1%	-8.5%	6.3%	-6.3	0.2%	0.6%	2.0%	-1.4%	-12.2%	-24.8%
19	Cc1ccc(S(=O)(=O)N2CCCC2C(=O)Nc2nccs2)cc1 (stereo not drawn)	-2.6%	-1.1%	-13.4%	0.2%	2.7	5.9%	0.3%	-19.6%	-1.5%	-0.3%	2.2%
20	O=C(c1cccc(C(=O)N2CCc3ccccc32)n1)N1CCc2ccccc21	-2.0%	-8.6%	-15.6%	9.8%	3.7	0.7%	-1.2%	13.8%	-13.9%	5.5%	0.0%
21	C=CCOc1ccc(/C=C/C(=O)OCC(=O)Nc2c(C)n(C)n(-c3ccccc3)c2=O)cc1	6.7%	0.0%	.	.	15.3	1.5%	13.8%	.	-0.2%	?	.
22	S=C(N/N=C/c1cccs1)NC1CC2CCC1C2 (stereo not drawn)	12.0%	-20.3%	3.16µM*	-0.9%	8.3	?	-0.6%	0.794µM*	13.5%	?	.
23	Cc1cccc(COc2ccc(S(=O)(=O)N3CCOCC3)cc2[N+](=O)[O-])c1	-0.5%	-41.9%	.	.	10.3	2.7%	4.7%	.	-0.3%	1.3%	.
24	O=C(CCCc1c[nH]c2ccccc12)N1CCN(c2ccc(N3CCOCC3)nn2)CC1	-5.6%	2.7%	8.4%	4.2%	-9.6	-7.3%	-3.5%	22.7%	5.2%	-11.4%	-8.2%[11.7 µM]
25	CCOC(=O)c1c(=O)n(O)c2ccc(C)cc2[n+]1[O-]	1.2%	-15.0%	-5.7%	-4.5%	-7.9	-1.4%	0.7%	16.2%	2.5%	-0.6%	0.7%
26	O=C(CSCC(=O)Nc1ccccc1)N/N=C/c1c(O)ccc2ccccc12	-13.0%	-71.8%	3.55µM*	24.7%	10.8	-23.7%	-3.6%	1µM*	-22.7%	?	?
27	O=C(CCCn1c(SCc2cccc([N+](=O)[O-])c2)nc2ccccc2c1=O)NCC1CCCO1 (stereo not drawn)	-2.7%	-36.3%	-3.1%	1.2%	-11.0	-2.0%	-23.1%	?	0.6%	5.7%	-6.6%
28	CCN(CC(=O)NCc1ccc(Cl)cc1)C(=O)/C=C/c1ccccc1	-11.1%	-18.3%	1.8%	-8.1%	15.9	3.7%	-0.9%	16.7%	-2.3%	-5.6%	-0.4%
29	CCOC(=O)C/C(C)=N/NC(=O)CN(c1ccc(Br)cc1)S(=O)(=O)c1ccccc1	11.7%	-21.8%	?	-2.2%	-0.7	-0.3%	-0.6%	-12.5%	-0.3%	-2.6%	-2.2%
30	COc1ccc(C(=O)Nc2ccccc2-c2nnn(CC(=O)NCc3ccco3)n2)cc1	9.8%	-10.8%	?	-1.0%	1.5	4.0%	13.4%	12.4%	-4.5%	0.8%	12.1%
31	O=C1C(c2ccccc2)C(c2ccccc2)NC(c2ccccc2)C1c1ccccc1 (stereo not drawn)	3.9%	-53.4%	-2.2%	-0.2%	2.1	-6.5%	-5.2%	16.0%	-1.4%	-0.4%	-11.7%
32	CC(=O)Nc1cc(C(=O)N2CCc3ccccc3C2)ccc1Sc1ccc(C)cc1	-3.0%	-28.2%	-6.0%	-4.0%	29.1	2.4%	0.5%	?	-0.7%	-0.5%	-8.9%
33	CCNC(=O)NC(=O)C(C)OC(=O)C1CCN(S(=O)(=O)c2ccc(C)c(C)c2)CC1 (stereo not drawn)	-9.8%	5.7%	-15.3%	13.2%	1.8	-2.7%	-1.2%	-4.4%	1.5%	9.0%	7.5%
34	Cc1nn(C)c(C)c1C1C(C#N)=C(N)Oc2n[nH]c(C)c21 (stereo not drawn)	1.3%	-26.3%	1.2%	-4.1%	1.5	-2.2%	2.5%	-2.9%	0.6%	4.0%	-4.2%
35	Cc1nonc1NC(=O)c1oc2ccccc2c1C	?	14.1%	?	.	?	27.1%	?	-0.3%	?	?	.
36	CC(=O)Nc1cccc(NC(=O)c2oc3ccccc3c2C)c1	13.3%	.	14.1%	-4.1%	.	3.55µM*	?	31.1%	3.16µM*	6.01µM*	12.1%
37	Cc1nc2cc(NC(=O)c3ccc(S(=O)(=O)N(C)c4ccccc4)cc3)ccc2o1	?	0.6%	?	-1.9%	6.6	-9.1%	-42.2%[inhibitor]	2.8%	-0.1%	16.9µM*	?

Assay outcomes from PubChem BioAssay.
